UBC13 polyUb: blocks human UBC13 polyubiquitin chain formation; P61088; TR-FRET; inhibition, % at 20 µM; actives 0.47% (n = 330,000); AID 485273; in the data active means inhibition above about 45%, passing the limit was not always enough
Target sequence (P61088 whole entry, looked up): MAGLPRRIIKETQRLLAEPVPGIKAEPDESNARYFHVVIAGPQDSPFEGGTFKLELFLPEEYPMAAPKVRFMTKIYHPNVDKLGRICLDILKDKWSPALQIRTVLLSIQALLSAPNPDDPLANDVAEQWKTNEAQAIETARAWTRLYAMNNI
Gli-Sufu antag: Gli-Sufu pathway antagonism. inhibition, % at 5 µM. actives 0.74% (n = 340,000). Sufu-KO-LIGHT fibroblasts, Gli luciferase reporter luminescence;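 active means inhibition above about 55%, limit read from the data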;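 further: 0% = DMSO-treated cells and 100% = wells with medium but no cells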
APJ antag: blocks the human apelin receptor APJ. actives 0.32% (n = 330,000). P35414. inhibition, % at 20 µM. CHO-K1 APJ beta-arrestin complementation, luminescence;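 active means inhibition above about 40% at 20 µM, limit read from the data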;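 further: cells challenged with 10 nM apelin-13 agonist together with compound; plate controls were apelin-13 plus DMSO wells for no effect and DMSO wells lacking apelin-13 for full effect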
EBI2 block: blocks human EBI2 receptor beta-arrestin signaling | EBI2 beta-arrestin recruitment, luminescence, 7a,25-OHC stimulated | AID 651636 | actives 0.81% (n = 360,000) | inhibition, % at 5 µM; in the data active means inhibition above about 38%;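 further: enzyme fragment complementation signal reports receptor beta-arrestin coupling in cells; 0% = agonist plus DMSO wells and 100% = wells without agonist; some results beyond the cut were filed as inactive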
Jurkat NFkB inh: lowers PMA/ionomycin-induced NF-kB signal in Jurkat cells; PMA/ionomycin-induced NF-kB luciferase reporter, luminescence; inhibition, % at 4 µM; actives 0.53% (n = 330,000); in the data active means inhibition above about 50%
CXCR6 inh: inhibitors of human CXCR6 receptor. CHO-K1 PathHunter CXCR6 beta-arrestin, luminescence. inhibition, % at 20 µM. actives 0.36% (n = 360,000). AID 602244; in the data active means inhibition above about 34%, passing the limit was not always enough;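 further: antagonist mode with CXCL16 agonist at 10 nM final; 0% = 10 nM CXCL16 with DMSO and 100% = unstimulated wells without agonist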
Target sequence (O00574 whole entry, looked up): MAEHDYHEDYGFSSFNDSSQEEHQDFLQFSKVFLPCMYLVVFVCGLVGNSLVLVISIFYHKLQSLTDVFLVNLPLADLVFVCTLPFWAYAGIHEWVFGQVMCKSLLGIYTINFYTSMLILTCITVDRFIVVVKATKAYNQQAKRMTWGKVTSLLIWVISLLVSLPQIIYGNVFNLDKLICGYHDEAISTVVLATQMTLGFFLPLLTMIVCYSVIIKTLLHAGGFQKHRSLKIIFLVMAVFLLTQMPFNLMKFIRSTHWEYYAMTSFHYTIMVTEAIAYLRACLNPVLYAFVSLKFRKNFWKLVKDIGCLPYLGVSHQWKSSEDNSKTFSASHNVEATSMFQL
CCR6 antagonist: antagonists of human CCR6 receptor. P51684. AID 493098. inhibition, % at 20 µM. actives 0.49% (n = 340,000). CHO-K1 CCR6 PathHunter beta-arrestin, luminescence, CCL20-stimulated;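 active means compounds whose inhibition of the agonist-driven luminescence signal at 20 µM reaches about 50%, limit read from the data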;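 further: cells stimulated with CCL20 at 14 nM final; plate controls were DMSO with CCL20 for no effect and DMSO without agonist for full effect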
Target sequence (P51684 whole entry, looked up): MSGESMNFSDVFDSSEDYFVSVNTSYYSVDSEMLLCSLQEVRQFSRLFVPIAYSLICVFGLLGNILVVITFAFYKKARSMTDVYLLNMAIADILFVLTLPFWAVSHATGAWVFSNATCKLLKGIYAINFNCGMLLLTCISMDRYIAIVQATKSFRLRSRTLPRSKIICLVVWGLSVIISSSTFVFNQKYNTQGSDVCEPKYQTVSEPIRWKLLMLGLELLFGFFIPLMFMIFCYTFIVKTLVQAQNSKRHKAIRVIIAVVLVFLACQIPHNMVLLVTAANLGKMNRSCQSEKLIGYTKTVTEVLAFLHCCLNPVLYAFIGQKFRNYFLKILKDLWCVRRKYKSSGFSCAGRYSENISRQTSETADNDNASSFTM
697 NFkB inh: lowers PMA/ionomycin-induced NF-kB signal in 697 B cells. AID 435022. 697 B-cell NF-kB luciferase reporter, 16 h. actives 0.33% (n = 330,000). inhibition, % at 4 µM; in the data active means inhibition above about 35%
Active calls of the source: *; · = no result given.

SMILES	UBC13 polyUb	Gli-Sufu antag	APJ antag	EBI2 block	Jurkat NFkB inh	CXCR6 inh	CCR6 antagonist	697 NFkB inh
Cc1cccc(OCCNc2nc3c(c(=O)n(C)c(=O)n3C)n2C)c1	-2	15	11	7	15	-2	-3	-11
O=C(Cc1cccs1)N(Cc1ccco1)C1(C(=O)NC2CCCCC2)CCCCC1	-1	13	6	8	47	5	2	23
COc1cc([N+](=O)[O-])cc(/C=N/NC(=O)C(O)(c2ccccc2)c2ccccc2)c1O	-28	-1	47*	10	10	29	37	-6
CCCNC(=O)c1onc(CSc2ccccn2)c1C(=O)NCCC	3	-5	-8	-6	0	-6	11	9
Cn1c(CSc2nc3ccccc3s2)nnc1SCC(=O)NCCN1CCOCC1	-4	2	6	-6	-2	-4	-11	-19
O=C(NC1CC1)C(Cl)c1ccccc1 (stereo unspecified)	0	16	5	-3	15	6	-3	19
CCn1c2ccccc2c2nnc(NN)nc21	-8	28	1	0	0	6	20	6
CC(=O)N1CCN(CC(O)COc2ccc(S(=O)(=O)N3CCOCC3)cc2)CC1 (stereo unspecified)	7	9	-49	-16	-9	5	4	4
Cc1cc(C(F)(F)F)nc(SCCN2CCCCC2)c1C#N	6	27	-8	-6	1	1	6	19
CCC(=O)NC(c1ccc(C)cc1)c1ccc2cccnc2c1O (stereo unspecified)	-21	89*	17	9	55*	16	29	-6
CC(C)(C)C(=O)Nc1cc(NC(=O)C(C)(C)C)cc(C(=O)NNC(=O)c2ccncc2)c1	-17	-5	12	-14	-14	-8	5	-21
CCSc1nc2ccccc2n1Cc1ccccc1F	-12	9	0	0	1	12	22	-8
CC(C)(C)c1ccc(C(=O)NCc2nnc(SCC(=O)NCC3CCCO3)o2)cc1 (stereo unspecified)	-5	-9	-32	2	6	1	1	-27
CCO[C@@H]1OC(C(=O)NC2CC2)=C[C@H](C)[C@H]1CCCO	-12	-7	19	4	-14	-2	1	5
CC[n+]1ccccc1/C=C1\Sc2ccc(C)cc2N1C	-44	·	12	3	69*	6	21	-3
Cc1ccc(CNC(=O)Nc2ccc(Cl)cc2)cc1	-2	-33	-5	9	-48	-16	-2	-39
CCOc1ccc(CCN2C(=O)C(=O)N([C@@H](Cc3ccc(O)cc3)CN3CCC[C@@H]3CN3C(=O)C(=O)NC[C@@H]3Cc3ccccc3)C[C@@H]2Cc2ccccc2)cc1	·	-18	·	-7	·	11	8	·
COC(=O)Cc1[nH]n(-c2nc3ccccc3s2)c(=O)c1C(C)=O	2	-3	1	-7	11	2	8	-13
Nc1cccc(-c2cnc3ccccc3n2)c1	-2	-17	-3	2	-74	-12	2	-102
CCCCC(=O)NS(=O)(=O)c1ccc(NS(C)(=O)=O)cc1	-6	-1	6	-37	-2	-8	4	1
Cc1ccc(C2CC2c2n[nH]c(=S)n2-c2cccc(Cl)c2)cc1 (stereo unspecified)	-5	-6	8	-2	-9	-3	-35	-32
NNc1nc(-c2ccccc2)c2cc(Cl)ccc2n1	-4	2	23	-4	12	7	27	13
COc1ccc(-n2c(SCC(=O)Nc3ccc4c(c3)OCO4)nc3ccccc3c2=O)cc1	-5	0	6	8	-22	-11	-11	6
Cc1ccc(C)c(N(CC(=O)N2CCc3ccccc3C2)S(C)(=O)=O)c1	4	0	3	6	-1	2	-4	20
Oc1ccc2ccccc2c1Br	17	15	10	-9	-1	-6	1	-7

A draw from above in order of formula weight, smallest number first.
SMILES	UBC13 polyUb	Gli-Sufu antag	APJ antag	EBI2 block	Jurkat NFkB inh	CXCR6 inh	CCR6 antagonist	697 NFkB inh
O=C(NC1CC1)C(Cl)c1ccccc1 (stereo unspecified)	0	16	5	-3	15	6	-3	19
Nc1cccc(-c2cnc3ccccc3n2)c1	-2	-17	-3	2	-74	-12	2	-102
CCn1c2ccccc2c2nnc(NN)nc21	-8	28	1	0	0	6	20	6
Cc1ccc(CNC(=O)Nc2ccc(Cl)cc2)cc1	-2	-33	-5	9	-48	-16	-2	-39
CCC(=O)NC(c1ccc(C)cc1)c1ccc2cccnc2c1O (stereo unspecified)	-21	89*	17	9	55*	16	29	-6
COC(=O)Cc1[nH]n(-c2nc3ccccc3s2)c(=O)c1C(C)=O	2	-3	1	-7	11	2	8	-13
Cc1ccc(C2CC2c2n[nH]c(=S)n2-c2cccc(Cl)c2)cc1 (stereo unspecified)	-5	-6	8	-2	-9	-3	-35	-32
Cc1cccc(OCCNc2nc3c(c(=O)n(C)c(=O)n3C)n2C)c1	-2	15	11	7	15	-2	-3	-11
Cc1ccc(C)c(N(CC(=O)N2CCc3ccccc3C2)S(C)(=O)=O)c1	4	0	3	6	-1	2	-4	20
COc1cc([N+](=O)[O-])cc(/C=N/NC(=O)C(O)(c2ccccc2)c2ccccc2)c1O	-28	-1	47*	10	10	29	37	-6
CC(=O)N1CCN(CC(O)COc2ccc(S(=O)(=O)N3CCOCC3)cc2)CC1 (stereo unspecified)	7	9	-49	-16	-9	5	4	4
CC(C)(C)c1ccc(C(=O)NCc2nnc(SCC(=O)NCC3CCCO3)o2)cc1 (stereo unspecified)	-5	-9	-32	2	6	1	1	-27
CCOc1ccc(CCN2C(=O)C(=O)N([C@@H](Cc3ccc(O)cc3)CN3CCC[C@@H]3CN3C(=O)C(=O)NC[C@@H]3Cc3ccccc3)C[C@@H]2Cc2ccccc2)cc1	·	-18	·	-7	·	11	8	·

Rewritten with values under each structure: 3 of the compounds above.
Values run as follows: UBC13 polyUb | Gli-Sufu antag | APJ antag | EBI2 block | Jurkat NFkB inh | CXCR6 inh | CCR6 antagonist | 697 NFkB inh
- COc1ccc(-n2c(SCC(=O)Nc3ccc4c(c3)OCO4)nc3ccccc3c2=O)cc1
→ -5 | 0 | 6 | 8 | -22 | -11 | -11 | 6
- Cc1ccc(C)c(N(CC(=O)N2CCc3ccccc3C2)S(C)(=O)=O)c1
→ 4 | 0 | 3 | 6 | -1 | 2 | -4 | 20
- Oc1ccc2ccccc2c1Br
→ 17 | 15 | 10 | -9 | -1 | -6 | 1 | -7

Next compounds
SMILES	UBC13 polyUb	Gli-Sufu antag	APJ antag	EBI2 block	Jurkat NFkB inh	CXCR6 inh	CCR6 antagonist	697 NFkB inh
COc1ccc2nc(C)cc(N3CCOCC3)c2c1	-10	-1	7	-7	2	-2	-1	-5
Cc1c(C(=O)Nc2ccc3c(c2)OCO3)sc2nc(-c3ccccc3)cn12	5	39	7	39	39	4	7	-17
COc1ccc(C)cc1S(=O)(=O)NCC(c1ccc2c(c1)OCO2)N1CCOCC1 (stereo unspecified)	-7	-16	5	-7	5	0	11	0
Cc1ncc([N+](=O)[O-])n1CC(O)CCl (stereo unspecified)	-17	-10	4	-1	4	4	-10	-4
Cn1cnnc1SCc1ccccc1	-8	-20	-13	-1	-10	-5	5	1
CC1CC1C(=O)OCC(=O)NC(=O)NC12CC3CC(CC(C3)C1)C2 (stereo unspecified)	-1	-9	-1	10	-40	-4	15	-24
COc1ccccc1NC(=O)CCSCCC(=O)Nc1ccccc1OC	11	0	5	7	12	0	12	-1
CCc1ccc(/C=C2/C(=O)NC(=O)N2C(C)=O)cc1	-14	-3	10	-4	-22	-3	-3	-4
CN1CCN(CC(O)COC(c2ccccc2)c2ccccc2)CC1 (stereo unspecified)	-2	5	-14	-10	-17	0	3	-5
C#Cc1ccc([C@@H]2C=C(C(=O)O)O[C@H](OCC)[C@H]2CCCO)cc1	2	2	16	-2	2	-2	2	8
CCC1SC(=NC(=O)c2ccc(Cl)c(Cl)c2)NC1=O (stereo unspecified)	7	-30	11	2	-10	9	2	-15
O=C(NC1CCCCC1)C1CCN(C(=O)c2ccc(Cl)cc2)CC1	2	0	-1	6	-8	-2	2	6
CSc1oc(-c2ccco2)nc1S(=O)(=O)c1ccc(C)cc1	0	-21	15	-6	-1	4	7	9
C[C@H]1CN([C@@H](C)CO)C(=O)Cc2cc(NS(C)(=O)=O)ccc2O[C@@H]1CN(C)Cc1ccc(Cl)c(Cl)c1	9	4	17	16	28	-14	1	-18
CCN1CCN(S(=O)(=O)c2cc3c(cc2Cl)NC(=O)CO3)CC1	-4	7	8	-3	0	-3	-6	11
CC(C)Cn1c(-c2ccccc2)nc2ccccc2c1=O	-3	-4	5	-3	8	-6	-3	-14
CC(=O)N1CCN(c2ccccc2NC(=O)c2ccc(-c3cccc([N+](=O)[O-])c3)o2)CC1	-4	4	5	-1	0	4	7	-7
CC(=O)Oc1ccc2occ(C(=O)c3ccccc3)c2c1	-1	3	-1	-5	-61	4	18	-99
Cc1noc(C)c1CSCC(=O)N(C)CC(=O)Nc1ccccc1Br	2	-3	17	-3	11	4	10	17
CCN(CC)CCOc1ccc2nc(N(C)C)sc2c1	0	-15	17	1	-131	4	0	-63
O=C1c2ccccc2C(Nc2ccccc2)N1c1cccnc1 (stereo unspecified)	3	4	-1	-2	-1	9	4	8
COc1ccc(N(CC(=O)Nc2cccc(C(C)=O)c2)S(C)(=O)=O)cc1OC	-6	-8	2	-6	-17	-4	-19	-20
CCCc1nc2oc3c(NCCN4CCOCC4)ncnc3c2c2c1CCCC2	6	5	5	10	-10	2	13	3
Cc1ccnc(NC(c2ccncc2)c2c(C)[nH]c3ccccc23)c1 (stereo unspecified)	-2	-5	-10	-5	11	-3	-11	12
CC(C)c1ccc(/C=C/C(=O)Nc2nncs2)cc1	-5	-76	7	2	-118	10	8	9
SMILES	UBC13 polyUb	Gli-Sufu antag	APJ antag	EBI2 block	Jurkat NFkB inh	CXCR6 inh	CCR6 antagonist	697 NFkB inh
Cc1ccc(S(=O)(=O)N2CCOCC2)cc1C(=O)N1CCN(S(=O)(=O)c2cccc(F)c2)CC1	-2	-5	8	12	-4	3	6	6
CSc1ccc(CN(C)Cc2nc3cc(C(F)(F)F)ccc3c(=O)[nH]2)cc1	0	43	-6	3	-2	7	8	18
O=[N+]([O-])c1cc(C(F)(F)F)ccc1N1CCCNCC1	-11	11	10	-4	-7	-6	9	11
CCCCOc1ccc(N(CC(=O)NC(C)C)C(=O)CCC(=O)Nc2ccccn2)cc1	1	3	-1	-9	-15	6	7	5
O=C(/C=C/c1cccc(F)c1)Nc1cc(S(=O)(=O)N2CCOCC2)ccc1Cl	-2	-7	5	13	-13	-4	12	0
COc1ccc(S(=O)(=O)N2CCCCCC2)cc1C(=O)NCCc1ccc(F)cc1	10	-4	4	12	1	12	20	21
CC(=O)c1ccccc1N(C(=O)c1ccco1)C(C(=O)NC1CCCC1)c1ccc(C)cc1 (stereo unspecified)	0	11	-2	2	12	-6	6	19

Assay outcomes: PubChem, Sanford-Burnham Center for Chemical Genomics
